# KDM5B inh: Primary screen for KDM5B Histone Demethylases FDH-coupled qHTS | KDM5B demethylase, FDH-coupled NADH fluorescence (FDH is formaldehyde dehydrogenase) | Lysine-specific demethylase 5B (Homo sapiens), Q9UGL1 | AID 1347165, 2019 | Potency, µM (highest dose often 57.7 µM), for the others: at the top dose activity change, negative = inhibition, most hits filed as inhibitors | 2.6% of 220,000 active; active = well fitted inhibition curve with a large enough effect; inconclusive = small, poorly fitted or top-dose-only effect; inactive = no such curve, though single readings can be large or run the other way; also: 0% is about no effect; nearly all actives have a fitted effect of over 70% in size
# Target sequence (Q9UGL1 whole entry, looked up): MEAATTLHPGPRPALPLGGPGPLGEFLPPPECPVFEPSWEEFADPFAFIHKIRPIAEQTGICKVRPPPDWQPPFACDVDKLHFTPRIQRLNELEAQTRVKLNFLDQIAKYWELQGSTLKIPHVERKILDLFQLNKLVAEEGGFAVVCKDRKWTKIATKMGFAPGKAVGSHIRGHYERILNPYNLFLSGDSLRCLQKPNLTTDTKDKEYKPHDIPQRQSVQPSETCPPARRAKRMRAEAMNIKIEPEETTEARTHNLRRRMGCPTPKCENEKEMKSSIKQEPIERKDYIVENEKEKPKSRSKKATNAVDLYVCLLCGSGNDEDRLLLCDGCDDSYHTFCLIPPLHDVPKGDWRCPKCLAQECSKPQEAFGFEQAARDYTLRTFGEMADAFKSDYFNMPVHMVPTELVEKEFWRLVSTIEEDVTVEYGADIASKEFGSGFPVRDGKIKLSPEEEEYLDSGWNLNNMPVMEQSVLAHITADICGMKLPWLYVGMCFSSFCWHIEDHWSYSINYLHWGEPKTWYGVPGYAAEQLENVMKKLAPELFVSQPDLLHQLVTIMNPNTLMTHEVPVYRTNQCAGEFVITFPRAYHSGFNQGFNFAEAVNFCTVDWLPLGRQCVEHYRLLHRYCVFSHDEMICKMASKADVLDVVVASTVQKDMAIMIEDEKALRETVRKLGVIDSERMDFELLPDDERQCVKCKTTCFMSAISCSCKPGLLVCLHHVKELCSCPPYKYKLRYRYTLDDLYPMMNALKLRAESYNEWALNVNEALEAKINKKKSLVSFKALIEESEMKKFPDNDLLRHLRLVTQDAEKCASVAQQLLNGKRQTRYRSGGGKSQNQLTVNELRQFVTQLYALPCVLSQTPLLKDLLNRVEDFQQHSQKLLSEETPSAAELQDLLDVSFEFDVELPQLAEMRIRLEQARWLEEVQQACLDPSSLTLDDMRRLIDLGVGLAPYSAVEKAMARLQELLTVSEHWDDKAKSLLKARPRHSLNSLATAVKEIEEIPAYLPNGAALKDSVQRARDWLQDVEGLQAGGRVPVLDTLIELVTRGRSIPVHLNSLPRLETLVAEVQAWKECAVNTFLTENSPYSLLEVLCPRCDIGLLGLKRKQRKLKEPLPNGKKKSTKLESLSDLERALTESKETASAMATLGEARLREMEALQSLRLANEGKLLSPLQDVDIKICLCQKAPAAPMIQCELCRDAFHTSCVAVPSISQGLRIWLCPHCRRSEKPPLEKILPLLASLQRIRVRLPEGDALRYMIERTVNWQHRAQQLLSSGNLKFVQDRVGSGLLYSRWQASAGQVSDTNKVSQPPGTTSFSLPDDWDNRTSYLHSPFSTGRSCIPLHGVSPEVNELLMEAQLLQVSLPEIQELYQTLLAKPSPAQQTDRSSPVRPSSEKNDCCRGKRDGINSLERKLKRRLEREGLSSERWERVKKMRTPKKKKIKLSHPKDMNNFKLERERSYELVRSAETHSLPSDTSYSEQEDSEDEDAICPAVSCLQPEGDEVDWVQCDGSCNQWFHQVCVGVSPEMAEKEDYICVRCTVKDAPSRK
#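 Measured: NADH fluorescence change, 30 min, RT. System: KDM5BΔAP 200 nM final, H3K4me3 peptide, α-KG, Fe(II), ascorbate, NAD⁺ plus FDH, pH 7.5 HEPES. Compounds: titrated, 10 min pre-incubation with enzyme.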
# Starred values were filed as active, the others as inactive; i = inactive; u = inconclusive; & = joins results of further samples; [ ] = another dose, or the depositor's remark. Potency is read from the fitted curve at half-maximal effect. An excerpt. The share of hits here may be higher or lower than overall.
# Preview (4 entries):
KDM5B inh | compound
8% | O=C([C@H]1C[C@H](Oc2ccccc2)CN1C(=O)Nc1ccccc1)N1CCOCC1
3% | Cc1ccc(C(=O)Nc2ccc(-c3nc4ccccc4o3)cc2)cc1
2% | O=C(CN(c1ccc(F)c(Cl)c1)S(=O)(=O)c1ccccc1)NCc1ccncc1
13% | COc1cccc(CC(=O)Nc2ccccc2-c2ccccc2)c1

# The list itself, previewed entries included:
KDM5B inh | compound
8% | O=C([C@H]1C[C@H](Oc2ccccc2)CN1C(=O)Nc1ccccc1)N1CCOCC1
3% | Cc1ccc(C(=O)Nc2ccc(-c3nc4ccccc4o3)cc2)cc1
2% | O=C(CN(c1ccc(F)c(Cl)c1)S(=O)(=O)c1ccccc1)NCc1ccncc1
13% | COc1cccc(CC(=O)Nc2ccccc2-c2ccccc2)c1
u | O=C(CSc1n[nH]c(-c2ccccc2Cl)n1)N1CCN(c2ccc(F)cc2)CC1
u | O=C(O)/C=C/c1cc(Br)c(-c2ccc(Cl)cc2Cl)o1
-16% | CNC(=O)c1ccc(CN(Cc2ccco2)C(=O)c2cc3ccc(C)cc3[nH]2)cc1
u | COc1ccc(S(=O)(=O)N2CCN(Cc3cc(OC)c(OC)cc3OC)CC2)cc1
-21% | CS(=O)(=O)N1CCCN(Cc2cn[nH]c2-c2ccc(F)cc2)CCNC(=O)CC1c1ccccc1 (stereo unspecified)
2% | CCN(CC)Cc1cnc2c(C(=O)N(C)C3Cc4ccccc4C3)cnn2c1
14% | CCn1nc(C(=O)OCC(=O)Nc2ccccc2Oc2ccccc2)c2ccccc2c1=O
22% | Cc1oc(-c2cccc(C(F)(F)F)c2)nc1CN(C)Cc1ccon1
-6% | CC(C)Cn1cnc2c1c(=O)n(CC(=O)Nc1ccc3c(c1)OCCO3)c(=O)n2CC(C)C
i | CCCNc1nc2ccccc2nc1C(C#N)S(=O)(=O)c1ccc(Cl)cc1 (stereo unspecified)
16% | Cc1ccc(NC(C)(C)c2nnnn2-c2ccc(C)cc2)cc1
2% | CN(C)CC(C)(C)CNC(=S)NCCc1ccccc1
u | COc1ccccc1C(=O)Oc1ccc(C(c2c(C)[nH][nH]c2=O)c2c(C)[nH][nH]c2=O)cc1
u | CN(CC(=O)N1CCc2c(c(-c3nncn3-c3ccccc3)nn2C)C1)S(=O)(=O)c1cnc[nH]1
24% | CCCn1nc(C(=O)OCC(=O)N2CCc3ccccc32)c2ccccc2c1=O
u | Cc1nn(S(=O)(=O)c2ccc(Br)cc2)c(C)c1S(=O)(=O)N1CCCCCC1
12%[86.2 µM] | CCOCCN1C(=O)COC[C@@H]1[C@H](O)c1ccc(NC(=O)c2cccnc2)cc1
8% | COc1ccc(NC(=O)N[C@H]2CCN3C(=O)[C@@H](Cc4ccc(Cl)cc4)NC(=O)[C@@H]3C2)cc1
u | Cc1ccc([C@H]2C[C@@H](O)[C@@H](O)[C@@H]2NC(=O)c2ccccn2)cc1
27% | CCCN(CC1CCOC1)C(=O)Nc1cccc(Br)c1 (stereo unspecified)
5% | Cc1ccc2nc(/C(C#N)=C/c3cc(C)c(C)cc3C)[nH]c2c1
-23% | CCn1nc(C)c(CCN(C)C(=O)Nc2cc(OC)c(OC)c(OC)c2)c1C
-3% | Cc1noc(C)c1Cc1ccc(C(=O)NCC2Cn3cccc3C(=O)N2C)o1 (stereo unspecified)
u | CCOc1ccccc1CNC(=O)CCC(=O)N1CCSc2ccccc21
20% | O=C(O)c1ccccc1Sc1ncnc2sccc12
u | CC(C)CCNC(=O)c1ccc2c(c1)N(S(=O)(=O)c1ccccc1)CC2
-21% | O=C(CC1CCOCC1)NCC1CCN(Cc2cccc(F)c2)CC1
i | CC(C)c1noc(-c2ccn3c(CNC(=O)Cc4ccc(F)cc4)nnc3c2)n1
-12% | CSc1cc(CS(=O)(=O)c2ccccc2)nc(-c2ccccc2)n1
4% | Cc1oc(-c2ccccc2)nc1C(=O)Nc1ccc(S(=O)(=O)N2CCCC2)cc1
u | COc1ccc(-n2cc3c(c2-c2ccccc2F)c(=O)n(C)c(=O)n3C)cc1
-4% | CN(C)c1ccc(NC(=O)CSc2nc3ccccc3c(=O)n2CC2CCCO2)cc1 (stereo unspecified)
8%[115 µM] | O=C(c1cc(-c2ccc(Cl)cc2Cl)c2cccn2n1)N1CCN(c2ncccn2)CC1
u | O=C(NC1CCN(c2cc(-c3ccc(Cl)cc3)[nH]n2)C1)c1ccc(F)cc1F (stereo unspecified)
4% | Cc1ccc(NC(=O)COC(=O)c2cccc(O)c2)c(Br)c1
u | Cc1ccc(CNC(=O)Cn2ccn3nc4c(c3c2=O)CC(C)CC4)cc1 (stereo unspecified)
u | CCN(CC)CCCN=C(N)N
-7% | O=C(Nc1ccccc1Cl)Nc1c(N2CCCC2)c2ccccc2oc1=O
u | Cc1cc2c(n1-c1ccc(C(=O)NCCc3ccccc3)cc1)CCC(C)C2 (stereo unspecified)
22% | Cc1cccc(C)c1OCC(=O)Nc1c(C(=O)c2ccc(Br)cc2)oc2ccccc12
20% | Cn1nc(NC(=O)C2CCS(=O)(=O)C2)c2c(Oc3cccnc3)cccc21 (stereo unspecified)
-19% | CCCCN(Cc1ccccc1)S(=O)(=O)c1cc(Br)cc2c1N(C(C)=O)CC2
15% | CC(C)(C)C(=O)NC(=O)Nc1ccccc1C(F)(F)F
10% | CC(C)C(NC(=O)CCc1ccccc1)C(=O)O (stereo unspecified)
22µM* | CNc1nc2c(c(C(=O)N3CCCC3)n1)CN(C(=O)Cn1nccc1C)CC2
-26%[115 µM] | CC(=O)N1CC2(CCN(Cc3cccc(C(N)=O)c3)CC2)Cc2ccccc21

# Three entries out of the list, ordered by length of the SMILES, ascending:
KDM5B inh | compound
16% | Cc1ccc(NC(C)(C)c2nnnn2-c2ccc(C)cc2)cc1
-6% | CC(C)Cn1cnc2c1c(=O)n(CC(=O)Nc1ccc3c(c1)OCCO3)c(=O)n2CC(C)C
-21% | CS(=O)(=O)N1CCCN(Cc2cn[nH]c2-c2ccc(F)cc2)CCNC(=O)CC1c1ccccc1 (stereo unspecified)

# Carrying on:
KDM5B inh | compound
-13% | COc1ccc(NC(=O)CC2C(=O)N(c3ccc(F)cc3)C(=O)N2CCc2sccc2C)cc1 (stereo unspecified)
-28%[86.2 µM] | O=C(Cc1ccc(Cl)cc1)NCC1COc2ncncc2C(=O)N1Cc1ccccc1 (stereo unspecified)
-13% | CN(Cc1ccccc1)C1CCOC2(CCN(C(=O)CCc3nc4ccccc4[nH]3)CC2)C1 (stereo unspecified)
10% | Cc1cc(C)c(NC(=O)c2cc3ccccc3oc2=O)c(C)c1
1% | O=C(NC1C[C@H]2CC[C@@H](C1)N2C(=O)c1ccc(Br)o1)c1ccncc1 (stereo partly specified)
u | Cc1ccccc1NC(=O)Cn1c(=O)n(Cc2ccco2)c(=O)c2cccnc21
-24% | COc1cc(OC)cc(C(=O)N2CCC3(CC2)N=C(c2ccc(C)cc2)NO3)c1
2% | COc1cccc(CN2CC3(C2)C(=O)N(Cc2cccc(Cl)c2)C(=O)[C@@H]2C[C@@H](O)CN23)c1
14%&20% | COCC(=O)N1CCC2(C1)C(=O)N(CCc1ccccc1)c1ccccc12 (stereo unspecified)
14% | Cc1ccc(S(=O)(=O)NC2=NCN(CC(=O)O)CN2)cc1

# 4 entries drawn at random from the list so far, as already listed:
KDM5B inh | compound
u | CN(CC(=O)N1CCc2c(c(-c3nncn3-c3ccccc3)nn2C)C1)S(=O)(=O)c1cnc[nH]1
-28%[86.2 µM] | O=C(Cc1ccc(Cl)cc1)NCC1COc2ncncc2C(=O)N1Cc1ccccc1 (stereo unspecified)
-7% | O=C(Nc1ccccc1Cl)Nc1c(N2CCCC2)c2ccccc2oc1=O
27% | CCCN(CC1CCOC1)C(=O)Nc1cccc(Br)c1 (stereo unspecified)

# Continued.
KDM5B inh | compound
19%[115 µM] | O=C(c1ccc2c(c1)OCO2)N1CCN(c2ccc(Cl)nn2)C(=O)C1
-43% | Brc1ccc(CSc2nnc3ccccn23)cc1
14% | C[C@@H]1CCC[C@H](C)N1CC(=O)N1CCn2nc(Cc3ccccc3)cc2C1
11% | COc1ccc(-c2nn(C)c(=O)c3ccccc23)cc1CNC(=O)C1CCCCC1
35µM* | CC(C)(C)C(=O)N1CCCN(c2nc3ncccc3o2)CC1
-9% | O=C(O)c1ccc(-n2cccc2/C=C2/SC(=O)N(CC(=O)N3CCCC3)C2=O)cc1
-18% | CCCOc1cccc(-c2cc(C(=O)NCCCN3CCOCC3)c3ccccc3n2)c1
-11%[86.2 µM] | c1cncc(Nc2cc3c(cn2)CN(Cc2ccc4[nH]ccc4c2)CCN3)c1
-5% | Cc1c(C(=O)N(CC#N)C2CC2)sc2ccccc12
33% | NNC(=O)CCSCc1ccc(Cl)cc1
u | COc1ccc(-c2cc(C(=O)Nc3ccc4c(c3)OCO4)no2)cc1
4% | COc1ccc(-c2nnc(SCc3cc(-c4cccs4)on3)o2)cc1
-26% | O=C(CSc1cn(CC(=O)N2CCCC2)c2ccccc12)Nc1ccc(Cl)cc1
7% | COc1cc(OC)cc(OCC(=O)NC2CCCCCC2)c1
-16% | c1ccc(Nc2c(-c3ccccc3)nc3ncccn23)cc1
-3%[115 µM] | O=C1NC(=NC2CCCC2)C2(CCCN(CC3CC3)C2)N1c1cc(F)cc(F)c1 (stereo unspecified)
u | CCC(C)c1ccc(NC(=S)Nc2ccc(N(CC)CC)cc2)cc1 (stereo unspecified)
-12% | COc1ccccc1NC(=O)Cn1c(=O)n(-c2ccc(F)cc2)c(=O)c2c1cc(C)n2C
-7% | CC(NC(=O)c1n[nH]c(=O)c2ccccc12)c1ccc(F)c(F)c1 (stereo unspecified)
u | Cc1ccc(-c2cc3c(=O)n(CCNC(=O)c4ccc5ccccc5n4)ccn3n2)cc1C
-22% | CCCCC(=O)Nc1ccc2nc(SCC(=O)N3CCc4ccccc43)sc2c1
2% | CN(Cc1ccc(OC(F)(F)F)cc1)Cc1ccccc1C(F)(F)F
-13% | CN(C)c1ccc(C(=O)N[C@H]2C[C@H]3C(=O)NC[C@@H](CCC(=O)N4CCc5ccccc54)N3C2)cc1
u | COc1ccc(-c2nc(C)nc3c2CCN(Cc2cccc4ccccc24)CC3)cc1
10%[86.2 µM] | CS(=O)(=O)c1ccc(CN2CCOC[C@H]2c2ncc(-c3ccncc3)[nH]2)cc1
0% | CCC(C(=O)Nc1nc2ccc(C)cc2s1)c1ccccc1 (stereo unspecified)
2% | CCCCCN(CCCCC)C(=S)Nc1cccc(Cl)c1
18% | COCCN1C(=O)c2ccccc2C(C(=O)Nc2ccc(NC(C)=O)cc2)C12CCCC2 (stereo unspecified)
i | COc1ccc(OC)c(S(=O)(=O)Nc2ccc(-c3cn4ccc(C)nc4n3)cc2)c1
u | COc1ccc(/C=C/C(=O)c2ccc(OC(C)C(=O)O)cc2)cc1O (stereo unspecified)
-4% | COc1ccc(NC(=O)C(=O)c2c(C)[nH]c3ccccc23)cc1OC
u | O=C(Cn1ccn2nc(-c3ccc(F)cc3)c(CO)c2c1=O)Nc1cccc(Cl)c1
u | CC(Oc1ccccc1)C(=O)NCc1nnc2ccc(-c3ccc(F)cc3)nn12 (stereo unspecified)
11% | CCOC(=O)c1cc(CC)sc1NC(=O)Cn1nnc(-c2ccc(C)cc2)n1
-22% | COCC(=O)Nc1ccc(-c2noc([C@@H]3CCCN3Cc3ccc(OC(F)(F)F)cc3)n2)cn1
-1% | COCCOCc1nc(C2CCN(S(=O)(=O)c3c(C)noc3C)CC2)no1
-3% | COc1ccccc1CNC(=O)[C@@H]1CCCN1S(=O)(=O)c1ccccc1F
-25% | COc1ccccc1N1CCN(C(=O)Cn2cnc3onc(-c4ccc(F)cc4)c3c2=O)CC1
0% | Cc1c(C=O)c(C=O)c(C)n1-c1ccc(F)cc1
-1% | CC(OC(=O)Cc1n[nH]c(=O)c2ccccc12)C(=O)NCc1ccccc1 (stereo unspecified)
14% | COc1ccc(S(=O)(=O)N2CCC3(CC2)N=C(c2cccs2)C(=O)N3)cc1
u | CN1CC2(CCN(C(=O)Cn3c(=O)oc4ccccc43)CC2)CC1C(=O)N1CCOCC1 (stereo unspecified)
17% | COc1cc(OC)cc(C(=O)Nc2c(NCc3ccccc3)c3ccccc3oc2=O)c1
u | CC(=O)N1CC2(CCCN2C2COC2)Cc2ccccc21 (stereo unspecified)
-4% | COc1ccc(OC)c(-c2csc(NC(=O)c3n[nH]c(=O)c4ccccc34)n2)c1
26% | COc1ccc(Cl)cc1S(=O)(=O)N1CCc2nn(CC3CC3)c(=O)n2CC1
9% | CC(C)C(=O)Nc1ccc(CNC(=O)C2CCC(C(C)(C)C)CC2)cc1 (stereo unspecified)
4% | O=C1CCN(C(=O)[C@@H]2CCCN2S(=O)(=O)c2cccs2)CCCCCCN1
3% | Cc1ccc(/C=C/c2onc(C)c2S(=O)(=O)N2CCC(C(=O)NCC(C)c3ccccc3)CC2)cc1 (stereo unspecified)
3% | COc1ccc(-c2c(C)c3ccc(OC(=O)N4CCOCC4)cc3oc2=O)cc1

# Carrying on:
KDM5B inh | compound
u | N#CCCC(CCC#N)C1=NCCc2ccccc21
35µM* | O=C(COc1ccccc1)N1CCNc2cnc(Nc3cccc(F)c3)nc2C1
1% | CN(C)CCSc1ccc2c(c1)OCCCO2
20µM* | Cn1nnnc1C1CCCN(C(=O)c2ccc3cc[nH]c3c2)C1 (stereo unspecified)
u | CCOc1ccc(CCNC(=O)c2ccc3c(c2)N(Cc2ccc(F)cc2)CCS3)cc1
2% | Cc1ccc(C(=O)N2CCN(C)CC2)cc1S(=O)(=O)N1CCCCC1
-11% | Cc1c(C(=O)C(=O)Nc2ccc(F)cc2)c2ccccc2n1C

# Screening results as filed in PubChem.
